# From PubChem
# ELG1 genotoxic: genotoxicity induction in ELG1-luciferase HEK293T cells | HEK293T ELG1-luciferase reporter, luminescence, 16 h | 1.3% of 330,000 active | Potency, µM (top dose mostly 46 µM), for inactives: at the top dose activity change, positive = activation, usual class: activators; further: potency means the concentration at half of the fitted maximal effect; % of control where 0% means no effect; nearly all actives have a fitted effect of over 60% in size
#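 HEK293T cells expressing luciferase-tagged ELG1 were treated with compound or DMSO for 16 hr at 37°C. Luciferase activity was then read after 30 min with ONE-Glo at room temperature; rising signal flags genetic stress.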
# ELG1 repair inh: ELG1-dependent DNA repair inhibition. HEK293T ELG1-luciferase reporter, luminescence, 16 h; DNA damage induced by 5-fluorouridine. Potency, µM (titrated, usually from 46.1 µM), for the others: at the top dose activity change, negative = inhibition, usual class: inhibitors. 2.3% of 330,000 active. AID 504467; further: potency means the concentration at half of the fitted maximal effect; on the % scale 0 is the no-effect control and ±100 the full control effect; nearly all actives have a fitted effect of over 55% in size
#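 Cells (2,000 per well) received 5-fluorouridine plus test compound or DMSO and were incubated 16 hr at 37 °C, 5% CO2. Luciferase activity was read by luminescence 30 min after ONE-Glo addition; signal suppression marked inhibition of damage-induced ELG1 function.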
# p53 reactivator: restores transcriptional activity of mutant p53. 0.063% of 320,000 active. AID 504706. H1299 p53-A138V BP100-luciferase reporter, luminescence, 24 h. Potency, µM (highest dose often 92.2 µM), without a hit: at the highest dose activity change, positive = activation, most hits filed as activators; further: potency means the concentration at half of the fitted maximal effect; % of control where 0% means no effect; nearly all actives have a fitted effect of over 45% in size
#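 H1299 (p53-null), stable ts p53-A138V + BP100-Luc; 1000 cells/well, Opti-MEM/10% FBS; cpd 4 pt, 1:5; 24 h, 37 deg C, 5% CO2; detection reagent 10 min RT; luminescence.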
# RORgamma inh: ROR gamma (mouse) transcription inhibition. P51450. Drosophila S2 Gal4-RORgamma UAS-luciferase reporter, 20 h. Potency, µM (top dose mostly 53.6 µM), for the others: at the highest dose activity change, negative = inhibition, most hits filed as inhibitors. 5.4% of 310,000 active. AID 2551; further: potency means the concentration at half of the fitted maximal effect; on the % scale 0 is the no-effect control and ±100 the full control effect; nearly all actives have a fitted effect of over 60% in size
#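 Using a luciferase readout, inhibitors were identified by reduced reporter activity in Drosophila cells coexpressing a copper-inducible Gal4–ROR gamma fusion and UAS-driven Photinus luciferase, incubated 20 hr after 700 uM copper sulfate.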
# Tb PFK block: blocks T. brucei phosphofructokinase; 0.17% of 330,000 active; AID 485367; Potency, µM (doses to about 57.5 µM), for inactives: at the top dose activity, negative = inhibition, most hits filed as inhibitors; T. brucei PFK, ADP-Glo luminescence;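 further: potency means the concentration at half of the fitted maximal effect; 0% = uninhibited 1x PFK enzyme wells and -100% = no-enzyme wells; nearly all actives have a fitted effect of over 60% in size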
#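 1.25 nM PFK with 0.5 mM F6P and 0.1 mM ATP in 0.1 M TEA pH 8.0, 5 mM MgCl2, incubated 45 min at room temperature; ADP measured by ADP-Glo luminescence; compounds titrated up to 57 uM.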
# Rab9 promoter act: activators of Rab9 promoter. Huh7 Rab9 promoter-luciferase reporter, luminescence, 24 h. Potency, µM (titrated, usually from 9.22 µM), without a hit: at the highest dose activation, negative = inhibition, hits mostly activators. 2.8% of 320,000 active. AID 485297; further: potency means the concentration at half of the fitted maximal effect; % of control where 0% means no effect; nearly all actives have a fitted effect of over 60% in size
#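 Steps: seed 1500 Huh7 Rab9-luc cells per well, rest 2 h at 37 °C; add compound in DMSO; incubate 24 h; add luciferase reagent, 10 min ambient; read luminescence.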
# NPC1 prom act: activates the NPC1 promoter | Huh7 NPC1 promoter luciferase reporter, 24 h | 2.4% of 320,000 active | Potency, µM (titrated, usually from 9.22 µM), for inactives: at the highest dose activation, actives largely listed as activators;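 further: potency means the concentration at half of the fitted maximal effect; % of control where 0% means no effect; nearly all actives have a fitted effect of over 60% in size; reporter is driven by a mutant NPC1 promoter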
#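 Huh7 cells stably carrying NPC1 promoter–luciferase, plated in Opti-MEM with 10% FBS for 2 h, were exposed to compound in DMSO for 24 h at 37 °C; luciferase reagent was added for 10 min and luminescence read.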
# TRPV1 agonist: agonists of human vanilloid receptor 1 (TRPV1); Q8NER1; TRPV1-expressing cells, Fluo-8 calcium influx, agonist mode; activation, % at 8.33 µM; 0.19% of 320,000 active; AID 540275; in the data active means activation above about 80%; inconclusive means between about 30% and that limit; further: 0% is about no effect
# Target sequence (Q8NER1 whole entry, looked up): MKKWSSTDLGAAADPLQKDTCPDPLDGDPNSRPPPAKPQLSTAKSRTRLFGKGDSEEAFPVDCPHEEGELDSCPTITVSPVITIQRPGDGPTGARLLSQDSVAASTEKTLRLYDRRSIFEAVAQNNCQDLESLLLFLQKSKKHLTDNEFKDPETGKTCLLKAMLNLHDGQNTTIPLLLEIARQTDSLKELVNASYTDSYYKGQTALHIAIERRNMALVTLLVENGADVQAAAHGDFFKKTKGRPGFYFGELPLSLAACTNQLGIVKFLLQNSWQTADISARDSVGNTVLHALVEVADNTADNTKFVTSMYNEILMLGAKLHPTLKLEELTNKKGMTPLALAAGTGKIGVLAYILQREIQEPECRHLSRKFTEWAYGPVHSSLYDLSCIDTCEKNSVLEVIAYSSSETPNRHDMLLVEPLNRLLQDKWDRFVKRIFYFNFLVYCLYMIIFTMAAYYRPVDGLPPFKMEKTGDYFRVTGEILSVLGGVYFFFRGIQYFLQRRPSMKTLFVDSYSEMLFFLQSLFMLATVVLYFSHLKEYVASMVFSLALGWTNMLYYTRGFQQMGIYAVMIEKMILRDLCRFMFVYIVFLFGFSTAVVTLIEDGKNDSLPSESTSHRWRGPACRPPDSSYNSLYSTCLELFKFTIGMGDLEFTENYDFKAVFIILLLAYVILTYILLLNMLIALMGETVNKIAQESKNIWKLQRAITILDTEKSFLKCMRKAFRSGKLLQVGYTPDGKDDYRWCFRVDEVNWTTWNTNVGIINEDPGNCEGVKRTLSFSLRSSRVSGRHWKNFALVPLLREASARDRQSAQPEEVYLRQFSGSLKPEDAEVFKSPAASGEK
#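 Fluo-8 calcium influx in TRPV1-expressing cells, kinetic read (ex 480/em 520 nm). Compound added and read 3 min for agonist activity, followed by capsaicin at EC20 final and 2 min further read for enhancement.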
# BRCA1 expr up: activators of BRCA1 expression; MCF7-BRCA1-FFLuc reporter, luminescence, 48 h; response scale: scaled: vehicle 0%, 10 µM genistein 100%; Potency, µM (doses to about 46.1 µM), without a hit: top-dose activation, most hits filed as activators; 1.1% of 380,000 active; AID 624202; further: potency means the concentration at half of the fitted maximal effect; nearly all actives have a fitted effect of over 80% in size; some results filed as inactive show a strong effect at the top dose
#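 Compounds are tested at multiple concentrations on MCF7 BRCA1-luciferase reporter cells seeded at 2000 per well; after 48 h, a single luminescence end-point is taken and curves fitted to the normalized data.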
# FLuc modulator: firefly luciferase modulation, counter-screen for miR-21 project. P08659. purified FLuc, Km substrates, luminescence inhibition. Potency, µM (top dose mostly 57.5 µM), without a hit: at the highest dose activity change, negative = inhibition, actives largely listed as inhibitors. 6.9% of 360,000 active. AID 588342;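 further: potency means the concentration at half of the fitted maximal effect; plate controls were vehicle for no effect and reference inhibitor for full effect; nearly all actives have a fitted effect of over 55% in size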
#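 Purified P. pyralis luciferase, 10 nM final, with Km-level 10 uM D-luciferin and 10 uM ATP in 50 mM Tris acetate pH 7.5, 10 mM Mg acetate, 0.01% Tween-20, 0.05% BSA; 6-point qHTS titration about 60 µM downward; luminescence read.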
# VP16 counter: Gal4-VP16 reporter inhibition counter-screen. Drosophila S2 Gal4-VP16 UAS-luciferase, luminescence, 20 h. Potency, µM (top dose mostly 53.6 µM), for the others: at the top dose activity, negative = inhibition, most hits filed as inhibitors. 3.5% of 310,000 active. AID 2546;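 further: Gal4-VP16 expression switched on by copper sulfate through the metallothionein promoter; potency means the concentration at half of the fitted maximal effect; on the % scale 0 is the no-effect control and ±100 the full control effect; nearly all actives have a fitted effect of over 50% in size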
# * marks the source's active call; other numbers are inactive results; u = inconclusive; x = no result given; & = joins results of further samples; [ ] = remark or other dose. Unless noted, the call rests on the fitted dose curve; in most records, active means well fitted curve in the direction sought with a large enough effect; inconclusive means small, poorly fitted or top-dose-only effect, or another doubt; inactive means no such curve, though single readings can be large; an effect the other way counts as inactive or inconclusive.
SMILES,ELG1 genotoxic,ELG1 repair inh,p53 reactivator,RORgamma inh,Tb PFK block,Rab9 promoter act,NPC1 prom act,TRPV1 agonist,BRCA1 expr up,FLuc modulator,VP16 counter
O=C(NCCC1=CCCCC1)C(=O)NCC(c1ccco1)N1CCN(c2ccccc2)CC1 (configuration not stated),7%,-2%,-2%,13%,-1%,-1%,0%,3,-13%,5%,3%
COc1ccc(CN(CC2CCCO2)C(=O)CN2C(=O)C(C)Oc3ccc(C)cc32)cc1OC (configuration not stated),-9%,8.2µM*,-7%,u,1%,-3%,-1%,27,-1%,-2%,-2%
COc1cc(C(=O)Nc2cc(C)c(OCC(=O)N3CCOCC3)c(C)c2)cc(OC)c1OC,9%,14%,-8%,-10%,1%,2%,-4%,4,-30%,4%,2%
COc1ccc(CNC(=O)CSc2nnc3c(n2)[nH]c2ccccc23)cc1,-2%,-7%,-2%,-2%,-2%,-2%,0%,1,-10%,0%,-5%
CCN(CC)c1ccc(S(=O)(=O)N2CCCCC2)cc1NC(=O)C1CCC1,-9%,-1%,-9%,x,u,-3%,1%,u,-35%,-7%,x
COc1ccccc1CC(=O)Nc1ccc(S(=O)(=O)N2CCOCC2)cc1,1%,u,2%,0%,-2%,-5%,-4%,7,-1%,1%,-2%
CCN(CC)CCOC(=O)c1cccc(OC)c1,3%,u,u,-3%,-2%,-6%,-5%,-3,-4%,7%,-15%
COC(=O)CSc1ccc2nnc(CCNS(=O)(=O)c3ccccc3)n2n1,0%,-7%,-2%,1%,-4%,-11%,0%,2,1%,1%&-4%,4%
COc1ccc(N(CC(=O)N/N=C/c2cccnc2)S(=O)(=O)c2ccc(C)cc2)cc1OC,0%,2%,-2%,3%,-7%,1%,0%,-1,-31%,-2%,2%
COc1cc(/C=C(\C#N)C(=O)NCC2CCCO2)ccc1OCC(N)=O (configuration not stated),1%,7%,1%,-1%,0%,-3%,0%,-1,17%,7%,3%
O=C(NCc1ccccn1)Nc1ccc(Br)cc1Cl,u,u,9%,37%,-10%,u,u,20,11µM*,u,-2%
NS(=O)(=O)c1ccc(NC(=O)CSC2=NC(=O)C(c3ccccc3)C(=O)N2)cc1 (configuration not stated),-1%,1%,3%,-12%,0%,-1%,4%,-3,3%,1%,4%
O=C(c1ccc2c(c1)OCO2)N1CCN(c2ccccn2)CC1,-1%,-3%,-9%,35%,0%,-1%,0%,2,12%,3%,-1%
CCOc1ccc(NCc2nnc(SCC(=O)Nc3nc(-c4ccccc4)cs3)n2-c2ccccc2)cc1,u,13%,-2%,-10%,4%,-6%,0%,-1,-45%,-1%,-28%
Cc1ccc(OCC(=O)Nc2ccc(S(=O)(=O)Nc3ccccn3)cc2)cc1C,1%,0%,-1%,-16%,-5%,-1%,-3%,-2,25%,-2%,4%
COc1ccc(N2C(=O)/C(=C/c3ccc([N+](=O)[O-])cc3)N=C2C)cc1,0%,-7%,-2%,17%,-3%,10%,-19%,2,-1%,-7%,-9%
O=C(O)CCC(=O)Nc1cc(C(F)(F)F)cc(C(F)(F)F)c1,1%,6%,1%,17%,-2%,2%,-2%,3,-10%,0%,5%
Cc1nc(NC(N)=S)sc1C(=O)Nc1ccccc1,1%,10%,3%,11µM*,7%,2%,-2%,0,-44%,-17%,-13%
Cc1cc(C)c(C(=O)CSc2nnc(C)s2)c(C)c1,-5%,u,-2%,39%,6%,0%[1.84 µM],-4%,20,7%,-1%,-13%[10 µM]
CN1C(=O)/C(=C/c2cc(C(C)(C)C)c(O)c(C(C)(C)C)c2)NC1=S,-5%,0%,4%,7.1µM*,4%,0%,0%,15,-5%,-2%,u
O=C(O)C1CCCCC1C(=O)NCc1ccccc1 (configuration not stated),4%,9%,-1%,-4%,2%,1%,-3%,-3,14%,3%,8%
Cc1ccc(N(C)C(=O)N2CCN(S(=O)(=O)c3c(C)cc(C)cc3C)CC2)cc1,-8%,u,0%,-24%,0%,-1%,-1%,2,-5%[1.84 µM],1%,1%
Cc1cc(C(=O)Cn2nc(C(=O)O)c3ccccc3c2=O)c(C)n1-c1cccc(C(F)(F)F)c1,-1%,-12%,-3%,24%,5%,-7%,0%,3,-30%,-3%,21%
Cc1cccc2sc(N(CCN(C)C)C(=O)c3ccc4ccccc4c3)nc12,-5%,0%,-2%,-21%,-1%,-2%,0%,-1,-2%,2%,-4%
COc1ccc(CCN2C(=O)C(Oc3ccccc3)C2c2ccc3c(c2)OCO3)cc1 (configuration not stated),0%,u,-7%,22%,-4%,0%,-1%,15,3%,-1%,-9%
COc1ccccc1/C=N/NC(=O)c1cccc(NC(=O)c2ccccc2C)c1,-18%,0%,-4%,-28%,19%,1%,-3%,-3,1%,15µM*,-4%
NC(=NC1CCCCC1)c1ccc(Cl)cc1,-12%,-4%,11%,-18%,-23%,-2%,-3%,5,-12%,0%,-2%[10 µM]
O=C(COC(=O)c1ccccc1-n1cnnn1)c1ccc(F)cc1,u,u,u,x,-6%,-3%,6%,-4,28%,6µM*,x
COc1ccc(OC)c(CC(=O)NC(c2ccccc2)c2ccccc2)c1,1%,0%,-2%,-27%,-6%,-1%,1%,2,-52%,2%,1%
CCN(CC)c1ccc(S(=O)(=O)N2CCOCC2)cc1NC(=O)C1CC1,1%,-1%,-12%,x,0%,-6%,-1%,u,-12%,x,x
COc1cc2c(cc1OC)[C@@H](NC(=O)CCC1CCCCC1)[C@H](O)C2,7%,15%,x,x,-3%,x,x,x,-9%,x,x
CCCn1c(NCc2cc(OC)ccc2OC)nc2ccccc21,4%,u,75%,5µM*,-3%,10%,13%,-2,47%,u,11µM*
CCC(CC)NC(=O)CSc1ccc(S(=O)(=O)N2CCOCC2)cn1,-4%,15%,2%,x,1%,-1%,1%,4,-15%,4%,x
O=C(CN1C(=O)C2C3C=CC(C4CC34)C2C1=O)Nc1cccc2ncccc12 (configuration not stated),0%,14%,-1%,18%,2%,-2%,-1%,13,0%,u,3%
Cc1ccc(Cl)cc1NC(=O)CCCN1C(=O)c2cccnc2C1=O,-2%,4%,20%,3%,1%,-3%,-1%,-2,-21%,0%,7%
Cc1cc2nc(C(F)(F)F)cc(-c3cccs3)n2n1,0%,-10%,1%,-18%,1%,1%,2%,-2,-3%,3%,26%
Cc1cc(-c2ccccc2)nc2cc(C(=O)N(Cc3ccccc3)Cc3ccccc3)nn12,-12%,u,-14%,u,0%,1%,0%,u,-92%,1%,-4%
Cc1ccc(Cc2c(C)[nH]c(=S)[nH]c2=O)cc1,0%,-10%,-1%,0%,0%,3%,-2%,0,2%,1%,-5%
CCC(NC(=O)NCc1ccc2c(c1)OCO2)(C(F)(F)F)C(F)(F)F,-2%,-3%,3%,-27%,-8%,10%,0%,16,8%,4%[2.3 µM],-3%
COC(=O)C(C)N1C(=O)S/C(=C/c2cc(C)n(-c3ccccn3)c2C)C1=O (configuration not stated),2.6µM*,u,21%,-1%,-4%,0.89µM*,1.6µM*,0,u,3µM*,u
Cc1ccc(-n2nc(C(=O)O)c(C)c(C#N)c2=O)cc1Cl,0%,-5%,x,x,-2%,-3%,0%,-10,9%,1%,x
Cc1ccc(S(=O)(=O)N2CCN(C(=O)C3CCN(C(=O)c4ccc(F)cc4)CC3)CC2)c(C)c1,-8%,u,3%,x,-4%,-15%,-7%,-3,-29%,0%,x
Cc1cc(C(F)(F)F)nn1CCCNC(=O)c1cnccn1,0%,1%,1%,-3%,-2%,0%,1%,-1,-34%,4%[2.3 µM],-3%
Cc1cccn2c(=O)c3cc(C(=O)NC4CCCC4)c(=N)n(CCCN4CCOCC4)c3nc12,1%,5%,11%,-7%,0%,-11%,-7%,-4,-11%,0%,-19%
Cc1cccc(C(=O)NCC(=O)N2CCCCCCC2)c1,7%,u,u,x,12%,4%,17%,2,56%,-19%,x
Cc1occc1C(=O)NNC(=O)C1CCCCC1,2%,10%,13%,29%,-3%,-5%,1%,4,-5%,-1%,-16%
CN(C)/C=C(\C=O)c1ccc(Cl)cc1Cl,1%,-1%,0%,11%,0%,-1%,-5%,1,-13%,1%,1%[10 µM]
CN(C)CCCN(C(=O)c1cccs1)c1nc2cc3c(cc2s1)OCO3,-8%,u,u,8%,-1%,-2%,-6%,2,-6%,-18%,-2%
